M4 PAM = potentiates acetylcholine response at human M4 receptor | CHO-K1 hM4/Gqi5, Fluo-8 calcium fluorescence, ACh EC20; 0% = ACh EC20, 100% = maximal ACh | activation, % at 3 µM | 360,000 tested, 0.4% active | AID 624126;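 active = activation above its plate's cutoff, the mean activation of sample wells plus 3 SD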; also: some results filed as inactive read as strong as hits
Target sequence (P08173 whole entry, looked up): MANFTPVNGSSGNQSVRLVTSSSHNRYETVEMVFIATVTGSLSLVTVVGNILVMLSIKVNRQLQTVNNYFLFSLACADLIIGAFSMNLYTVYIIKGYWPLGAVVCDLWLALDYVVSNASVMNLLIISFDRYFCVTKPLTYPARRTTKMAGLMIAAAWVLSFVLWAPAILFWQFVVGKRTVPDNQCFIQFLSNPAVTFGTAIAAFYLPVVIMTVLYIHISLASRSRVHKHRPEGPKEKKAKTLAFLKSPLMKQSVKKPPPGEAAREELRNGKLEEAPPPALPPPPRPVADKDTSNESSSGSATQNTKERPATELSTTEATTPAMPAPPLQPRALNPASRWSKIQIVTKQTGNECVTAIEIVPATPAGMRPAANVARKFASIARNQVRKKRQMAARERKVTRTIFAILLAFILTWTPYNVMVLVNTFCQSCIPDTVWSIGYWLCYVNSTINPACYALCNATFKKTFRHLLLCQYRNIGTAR
IDE cell inh = inhibitors of human insulin-degrading enzyme in cells; AID 434962; inhibition, % at 5.59 µM; HEK cells, FAbetaB cleavage, fluorescence polarization; P14735; 320,000 tested, 0.41% active;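 active = percent inhibition above the average of all tested compounds plus 3 SD, set per screening campaign, cut at about 16% in these data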;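 also: IDE supplied by intact live HEK cells; FP after avidin binding of uncleaved biotin substrate so inhibition keeps polarization high; 0% = DMSO wells and 100% = 60 µM reference IDE inhibitor Ii1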
CRFR2-BP antag = CRF-BP/CRF-R2 complex antagonism; HEK293 CRF-R2/CRF-BP, CRF-induced calcium fluorescence; inhibition, % at 11.8 µM; 350,000 tested, 0.59% active; AID 588475;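 active = inhibition of the ligand-induced calcium signal above about 50% at the single tested concentration, limit read from the data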
CHRM4 antagonist = blocks acetylcholine activation of human M4 receptor | 360,000 tested, 0.73% active | AID 624125 | inhibition, % at 3 µM | P08173 | CHO-hM4 cells, ACh EC80, Fluo-8 calcium fluorescence;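 active = inhibition above its plate's cutoff, the mean inhibition of sample wells plus 3 SD, cut at about 27% in these data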;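 also: 0% = acetylcholine EC80 with DMSO and 100% = DMSO without agonist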
M5 antag = CHRM5 antagonism in calcium assay | P08912 | CHO-hM5 cells, Fluo-8 calcium fluorescence, ACh EC80 | inhibition, % at 3 µM | 360,000 tested, 0.59% active | AID 624040;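 active = inhibition above a per-plate cutoff, the mean of that plate's test compounds plus 3 SD, cut at about 27% in these data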;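 also: 0% = acetylcholine EC80 with DMSO and 100% = DMSO without agonist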
Target sequence (P08912 whole entry, looked up): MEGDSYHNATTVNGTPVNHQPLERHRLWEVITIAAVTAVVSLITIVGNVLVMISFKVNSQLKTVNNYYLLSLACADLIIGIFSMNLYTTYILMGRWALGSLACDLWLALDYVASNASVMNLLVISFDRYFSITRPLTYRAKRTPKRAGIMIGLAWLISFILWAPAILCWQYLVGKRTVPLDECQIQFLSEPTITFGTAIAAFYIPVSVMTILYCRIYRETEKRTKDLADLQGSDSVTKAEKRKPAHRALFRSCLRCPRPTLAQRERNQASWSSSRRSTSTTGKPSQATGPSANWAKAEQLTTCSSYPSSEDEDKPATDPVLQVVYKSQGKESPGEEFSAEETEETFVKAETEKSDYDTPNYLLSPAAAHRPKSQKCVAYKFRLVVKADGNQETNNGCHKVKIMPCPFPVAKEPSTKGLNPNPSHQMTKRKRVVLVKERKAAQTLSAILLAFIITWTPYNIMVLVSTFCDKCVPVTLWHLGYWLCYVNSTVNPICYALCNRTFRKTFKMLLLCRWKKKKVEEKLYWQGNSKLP
CHRM5 agonist = CHRM5 agonism in calcium assay; P08912; CHO-K1 hM5 cells, Fluo-8 calcium fluorescence; 0% DMSO wells, 100% maximal acetylcholine response; activation, % at 3 µM; 360,000 tested, 0.19% active; AID 624037;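 active = activation above the run's mean over test compounds plus 3 SD, cut at about 23% in these data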;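 also: signal is peak over basal fluorescence ratio across the kinetic read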
CRFR2-BP ag = agonists of human CRF-binding protein/CRF-R2 receptor complex. 350,000 tested, 0.46% active. activation, % at 13.2 µM. HEK293 CRF-R2/CRF-BP, calcium dye fluorescence (FLIPR); percent of saturating CRF peptide response;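 active = activation of at least 50%, plus an integration ratio under a set limit after plate pattern correction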;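 also: plate controls were neutral control wells without compound for no effect and CRF at EC100 for full effect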
M4 ag = agonists of human muscarinic M4 receptor (CHRM4) | activation, % at 3 µM | 360,000 tested, 0.14% active | P08173 | CHO-K1 hM4/Gqi5, Fluo-8 calcium fluorescence; vehicle 0%, full acetylcholine response 100%;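 active = activation above the run mean over all test wells plus 3 SD, cut at about 32% in these data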;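 also: peak over basal fluorescence ratio per well then scaled between controls; 0% = DMSO wells and 100% = acetylcholine at EC100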
M5 PAM = positive allosteric modulators of human muscarinic M5 receptor. P08912. CHO-K1 hM5, Fluo-8 calcium, ACh EC20 PAM; 0% = ACh EC20, 100% = ACh EC100. activation, % at 3 µM. 360,000 tested, 0.3% active;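 active = activation above the run cutoff, the mean activation of all test compounds plus 3 SD, cut at about 18% in these data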
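Assay system: CHO-K1 hM5 cells. Also added: acetylcholine at EC20 concentration, added after compound. Dosing: 3 µM, single dose. Times: compound preincubation 140 s before EC20 acetylcholine addition. Signal: Fluo-8 calcium fluorescence. Measure: % activation relative to EC20 and EC100 ACh responses. Repeats: singlicate, one well per test compound.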
* hit, by the source's call; . = no result given.

SMILES | M4 PAM | IDE cell inh | CRFR2-BP antag | CHRM4 antagonist | M5 antag | CHRM5 agonist | CRFR2-BP ag | M4 ag | M5 PAM
COc1ccc(CS(=O)(=O)CC(C)(O)c2ccc(Cl)cc2)cc1 (configuration not stated) | -6 | 1 | 11 | -3 | 3 | -8 | -4.4 | 0 | 4
COc1ccc(C)cc1NC(=O)CN1CCN(S(=O)(=O)c2ccc(Cl)cc2)CC1 | -1 | -1 | 2 | -6 | 5 | 0 | 0.3 | 0 | 2
COc1ncnc2c1oc1nc(CC(C)C)c3c(c12)CC(C)(C)OC3 | 1 | 2 | -61 | -3 | 1 | 2 | -1.4 | 0 | 2
Cc1cc(C(=O)NNC2CC(=O)N(c3ccc4ccccc4c3)C2=O)c(C)o1 (configuration not stated) | 4 | 2 | -8 | -3 | 7 | -1 | -1.3 | 3 | 0
CCc1ccc(OCC(O)CNC(C)(C)C)cc1 (configuration not stated) | -4 | 6 | -15 | 12 | -3 | -4 | 2.3 | 0 | 0
N#C/C(=C\c1ccc(Cl)s1)C(=O)N1CCN(c2ccccc2)CC1 | -5 | 5 | -38 | 1 | 3 | 0 | -0.5 | 0 | -4
Cc1ccc(C2C(C(=O)c3cccs3)=C(O)C(=O)N2c2cccc(C)n2)cc1 (configuration not stated) | 1 | 3 | 25 | 8 | 10 | 0 | -0.9 | 0 | 2
COc1cccc(C(=O)Nc2cccc(NC(=O)c3cccs3)c2)c1 | -9 | -23 | -1 | 2 | 11 | 0 | -0.1 | 6 | -8
CCCCNC(=O)c1ccc2c(c1)C(=O)N(Cc1ccncc1)C2=O | 4 | . | 2 | -6 | -2 | -3 | -0.4 | 3 | 0
CN(C)CCN(C(=O)c1ccc(S(=O)(=O)N2CCCC2)cc1)c1nc2ccc(Br)cc2s1 | 6 | -2 | -16 | -9 | -1 | -5 | -0.8 | 3 | 2
COCCn1c(-c2ccco2)csc1=Nc1cccnc1 | -3 | -1 | 11 | 0 | 0 | 1 | 0.4 | 0 | 4
COCCNS(=O)(=O)c1cc(C(=O)O)ccc1OC | -1 | 2 | -1 | -1 | -3 | -1 | 0.3 | 0 | 3
CC(C)(C)c1ccc(OCc2ccc(C(=O)Nc3cccnc3)o2)cc1 | -16 | 5 | -3 | 25 | 16 | 3 | 2.9 | 23 | -10
CC(=O)Nc1ccc(S(=O)(=O)N2CCC3(CC2)OCCO3)cc1 | -3 | 10 | 5 | -3 | 2 | -2 | 0.2 | 1 | -2
CCOC(=O)N1CCC(NC(=O)C2CCC(CNS(=O)(=O)c3ccc(OC)cc3)CC2)CC1 (configuration not stated) | 1 | . | 7 | 0 | -5 | 2 | -0.8 | 0 | 3
Cc1cccc(C)c1NC(=O)Cn1nc(-c2ccccc2)nc1-c1ccccc1 | 19 | 1 | -1 | 14 | 0 | 0 | -0.5 | 0 | 0
CCOc1ccc(/C=N/Nc2cc(N3CCOCC3)nc(C)n2)c(O)c1 | -3 | -1 | 1 | 0 | 8 | -2 | 0.6 | 3 | 1
N#CCn1c(CCl)nc2ccccc2c1=O | -7 | -6 | 28 | 2 | 3 | -2 | 11 | 0 | -1
O=C(CNC(=O)N1CC(=O)Nc2ccccc21)Nc1ccc(Br)cc1F | 1 | . | 9 | 7 | 7 | -1 | 1.0 | 0 | 0
CCCCC(=O)N(C)c1c(C)nc2ccc(C(=O)N(CC)CCN(C)C)cn12 | 9 | . | . | -8 | -7 | -1 | . | 1 | 3
CCCC1(C(=O)OC)NC(c2cccc(F)c2)C2C(=O)N(CC)C(=O)C21 (configuration not stated) | 7 | 3 | -14 | 3 | -2 | 1 | 1.5 | 1 | -1
CCOC(=O)N1CCN(C(=O)COc2ccc(S(=O)(=O)NC3CCCCC3)cc2C)CC1 | -4 | 4 | -17 | 14 | 13 | 0 | -0.9 | 4 | -10
c1cc(-c2ccc3nncn3c2)ccc1CN1CCOCC1 | 13 | . | . | -16 | 5 | 0 | . | 1 | -2
CCOc1ccc(S(=O)(=O)N2CCCCC2)cc1NC(=O)CN1CCCC1c1cccs1 (configuration not stated) | -5 | -3 | 1 | -11 | -2 | 0 | 2.6 | 0 | -5
Cc1onc(-c2ccccc2Cl)c1C(=O)Nc1ccc2c(c1)OCO2 | 13 | -4 | -14 | 4 | 3 | -5 | 2.2 | 0 | -8

Additional compounds:
SMILES | M4 PAM | IDE cell inh | CRFR2-BP antag | CHRM4 antagonist | M5 antag | CHRM5 agonist | CRFR2-BP ag | M4 ag | M5 PAM
COC(=O)c1cn(C(=O)c2cccc(Br)c2)c2ccccc12 | 4 | 2 | 7 | -3 | 14 | -3 | 23 | 0 | -4
COc1ccc(NC(=O)CSc2nncn2C)cc1OC | 19 | 1 | 1 | 1 | -3 | 1 | 0.0 | 1 | 0
COc1ccc(C)cc1Nc1n[n+](-c2ccccc2)c(-c2ccc(SC)cc2)s1 | 1 | 3 | -21 | -3 | 2 | -4 | 0.5 | 0 | 2
CN(C1CCS(=O)(=O)C1)S(=O)(=O)c1ccc(C2CCCCC2)cc1 (configuration not stated) | 4 | 6 | 21 | 1 | 2 | 2 | 0.0 | 3 | -2
COc1ccc(NC(=O)c2cc(-c3ccccn3)nc3c(C)cc(C)cc23)c(C)c1 | -5 | 6 | 9 | -16 | -5 | -2 | -1.6 | 2 | 2
O=C(Oc1ccc(-c2cnc3ccccc3n2)cc1)c1cc([N+](=O)[O-])ccc1Cl | 13 | -3 | -6 | -13 | -1 | 0 | 2.2 | 1 | 3
Cc1ccc(C)c(COC(=O)c2cccc(S(=O)(=O)N3CCCC3)c2)c1 | -1 | . | 12 | -2 | 6 | -2 | 3.8 | 0 | -8
NC(=O)c1cccc(-c2ccnc3c2CC(C(=O)NCc2ccccc2)O3)c1 (configuration not stated) | 5 | . | . | -22 | 0 | 0 | . | 3 | -1
CC(/C=C/c1ccco1)=N\NC(=O)c1cccnc1 | 3 | 0 | 3 | -11 | -1 | 2 | 0.5 | 1 | -3
CCCCC(=O)NC(=S)NNS(=O)(=O)c1ccccc1 | 11 | 3 | -5 | -2 | -8 | 0 | -2.2 | 1 | -5
COCCn1c(SCC(=O)Nc2ccc(C(C)=O)cc2)nnc1-c1ccco1 | -1 | -6 | -3 | -8 | -3 | -1 | -1.6 | 2 | 10
CCC(=O)Nc1ccc(/C(C)=N/NC(=O)c2c(-c3ccccc3Cl)noc2C)cc1 | 10 | 3 | -23 | 20 | 1 | -3 | -4.1 | 3 | -7
Brc1ccccc1-c1nnc(-c2cccnc2)o1 | -6 | -1 | -10 | 9 | 3 | -1 | -1.2 | 1 | -3
O=C(COc1ccc(/C=N/NC(=O)c2ccccc2O)cc1)Nc1ccc([N+](=O)[O-])cc1 | -6 | -2 | 33 | 3 | 0 | 1 | 2.0 | 1 | -4
O=C(O)/C=C/C(=O)N1Cc2cc3ccccc3nc2C1 | -2 | 0 | 0 | 10 | 8 | 2 | 0.0 | 1 | 1
COc1ccccc1NC(=O)C1CCCN(S(=O)(=O)c2ccc(-n3cnnn3)cc2)C1 (configuration not stated) | -11 | 1 | 9 | 3 | 6 | -3 | -1.2 | 2 | 1
O=C(COC(=O)c1ccccc1O)Nc1ccc(S(=O)(=O)N2CCCCC2)cc1 | -14 | -4 | -7 | 4 | 14 | 7 | -1.1 | 23 | -18
NS(=O)(=O)c1ccc(CCNC(=O)c2cc(-c3ccccn3)nc3ccc(Br)cc23)cc1 | -11 | 7 | -31 | 7 | 24 | 1 | -0.4 | 11 | -15
COc1ccc(N2C(=O)[C@@H]3[C@H](C2=O)[C@H]2c4ccccc4C=CN2[C@@H]3C(=O)Nc2ccccc2)cc1 | -3 | 4 | -22 | 14 | 0 | -1 | -0.5 | 1 | 1
COC(=O)CSc1nc(N)c2c3c(sc2n1)C(c1ccccc1)SC(c1ccccc1)C3 (configuration not stated) | -3 | 6 | -33 | 8 | 5 | 3 | 14 | 3 | 0
COc1ccccc1NC(=O)CCSc1nnc(-c2ccco2)o1 | -5 | 0 | -11 | 10 | 13 | 5 | 2.1 | 0 | -4
O=C(c1cc(S(=O)(=O)N2CCCCC2)c(Cl)cc1N1CCOCC1)N1CCOCC1 | -6 | -2 | -1 | 9 | -1 | 3 | 0.2 | 1 | 3
O=C1N(c2ccccc2C(F)(F)F)O[C@@]1(c1ccccc1)C1CCCC1 | 10 | 4 | 2 | -3 | 8 | 3 | 0.4 | 0 | -8
O=c1[nH]c(CN2CCN(Cc3ccc4c(c3)OCO4)CC2)nc2ccccc12 | -3 | 3 | 5 | -13 | 5 | -1 | -1.3 | 1 | -4
CC(NC(=O)CN1C(=O)NC2(CCCCC2C)C1=O)c1ccccc1 (configuration not stated) | 6 | 2 | 2 | -10 | -1 | 3 | 0.4 | 0 | 3

Entries of single compounds as entered above. Order of values: M4 PAM | IDE cell inh | CRFR2-BP antag | CHRM4 antagonist | M5 antag | CHRM5 agonist | CRFR2-BP ag | M4 ag | M5 PAM
Cc1ccc(C2C(C(=O)c3cccs3)=C(O)C(=O)N2c2cccc(C)n2)cc1 (configuration not stated) reads 1 | 3 | 25 | 8 | 10 | 0 | -0.9 | 0 | 2
O=c1[nH]c(CN2CCN(Cc3ccc4c(c3)OCO4)CC2)nc2ccccc12 reads -3 | 3 | 5 | -13 | 5 | -1 | -1.3 | 1 | -4
O=C1N(c2ccccc2C(F)(F)F)O[C@@]1(c1ccccc1)C1CCCC1 reads 10 | 4 | 2 | -3 | 8 | 3 | 0.4 | 0 | -8

(more compounds)
SMILES | M4 PAM | IDE cell inh | CRFR2-BP antag | CHRM4 antagonist | M5 antag | CHRM5 agonist | CRFR2-BP ag | M4 ag | M5 PAM
O=S(=O)(c1ccc2c(c1)OCCO2)N1CCCN(S(=O)(=O)c2c(F)cccc2F)CC1 | -1 | 6 | -2 | -3 | 1 | -1 | 0.5 | 7 | 1
Cc1cccc(NC(=O)c2nc[nH]c2C(=O)Nc2ccccc2F)c1 | 2 | . | 6 | -5 | 3 | 2 | -0.6 | 2 | -2
CCOc1ccc(NC(=O)COc2ccc(C(=O)NCC3CCCO3)cc2OC)cc1 (configuration not stated) | 9 | 3 | 15 | -20 | -3 | 5 | -0.3 | 3 | 8
Nc1nonc1-c1nc2ccccc2n1Cc1ccccc1 | 0 | -4 | 10 | -6 | -3 | -7 | -0.1 | -1 | -5
CCN1C(=O)c2ccc(C(=O)Nc3ncc(C)s3)cc2C1=O | 2 | 5 | 9 | -1 | -2 | 4 | -4.6 | 1 | 2
O=C(CN(C(=O)Cn1nnc(-c2cccs2)n1)c1cnc2ccccc2c1)NCC1CCCO1 (configuration not stated) | -12 | 0 | 8 | 14 | 9 | -1 | -3.9 | 0 | -4
O=S1(=O)N[C@H](Cc2ccccc2)COc2cc(N3CCN(Cc4ccccc4F)CC3)ccc21 | -2 | . | . | -4 | 2 | -2 | . | 3 | -3
On1c(-c2ccc(Cl)cc2)nc2ccccc21 | 1 | 4 | 23 | -5 | 6 | -1 | 0.5 | 2 | 0
Cc1nc(Nc2ccc3c(c2)OCCO3)c2nnn(Cc3ccccc3Cl)c2n1 | 3 | -1 | -17 | -18 | -7 | -2 | 1.8 | -3 | 8
Cc1ccc(NC(=O)c2cc(=O)[nH]c3ccc(S(=O)(=O)N4CCOCC4)cc23)nc1 | 11 | 3 | -3 | -15 | 0 | -1 | -0.2 | 1 | 0
COc1ccc(CCC(=O)NNC(=O)c2ccc(OC)cc2)cc1 | -1 | -5 | 1 | -1 | -9 | 0 | -0.1 | 0 | 2

High-throughput results as filed in PubChem.
